Source: PubChem BioAssay
CHO-K1 Ca antag: M1 antagonist counterscreen hit in parental CHO-K1 cells; inhibition, % at 3 µM; 360,000 compounds, 0.6% hits; ATP-induced calcium, Fluo-8 fluorescence;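 active = inhibition above a per-plate cutoff, the plate's mean sample inhibition plus 3 SD, cut at about 24% in these data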;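 also: 0% = DMSO plus EC80 ATP and 100% = DMSO alone without ATP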
CHRM1 PAM: positive allosteric modulators of human M1 muscarinic receptor; CHO-K1 hM1, Fluo-8 calcium fluorescence, ACh EC20; 0% = ACh EC20, 100% = maximal ACh; activation, % at 3 µM; 360,000 compounds, 0.088% hits; AID 588819; in the data active = activation above about 19%, passing the limit was not always enough
Target sequence (P11229 whole entry, looked up): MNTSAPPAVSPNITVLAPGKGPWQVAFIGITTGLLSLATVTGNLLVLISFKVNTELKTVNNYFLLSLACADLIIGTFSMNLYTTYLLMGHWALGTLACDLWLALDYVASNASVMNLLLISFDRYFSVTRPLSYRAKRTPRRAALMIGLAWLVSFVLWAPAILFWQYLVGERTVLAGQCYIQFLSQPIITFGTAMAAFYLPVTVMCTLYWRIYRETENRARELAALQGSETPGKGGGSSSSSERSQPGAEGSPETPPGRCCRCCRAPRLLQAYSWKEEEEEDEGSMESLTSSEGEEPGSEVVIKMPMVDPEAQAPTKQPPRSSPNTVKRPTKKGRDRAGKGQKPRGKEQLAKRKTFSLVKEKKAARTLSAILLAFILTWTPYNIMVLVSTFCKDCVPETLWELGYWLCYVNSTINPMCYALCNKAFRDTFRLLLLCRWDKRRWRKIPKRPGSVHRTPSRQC
TAAR1 agonist: human TAAR1 agonism. Q96RJ0. CHO RD-HGA16 TAAR1, Fluo-8 calcium fluorescence; vehicle wells 0%, saturating PEA agonist 100%. activation, % at 3 µM. 360,000 compounds, 0.99% hits;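 active = activation above the mean activation of all test compounds in the run plus 3 SD, cut at about 38% in these data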
Target sequence (Q96RJ0 whole entry, looked up): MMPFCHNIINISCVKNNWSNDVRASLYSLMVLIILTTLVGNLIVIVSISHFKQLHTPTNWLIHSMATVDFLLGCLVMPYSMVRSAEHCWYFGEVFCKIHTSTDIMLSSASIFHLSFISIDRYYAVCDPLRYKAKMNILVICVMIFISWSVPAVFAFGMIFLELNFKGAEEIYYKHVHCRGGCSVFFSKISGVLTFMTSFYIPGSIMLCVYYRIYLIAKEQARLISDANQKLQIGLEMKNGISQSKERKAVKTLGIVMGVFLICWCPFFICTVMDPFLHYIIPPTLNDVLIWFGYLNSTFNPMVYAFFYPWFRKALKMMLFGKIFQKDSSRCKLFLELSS
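Assay system: CHO-derived RD-HGA16 cells with stable Gα16 and human TAAR1; timing: 17-24 h seeding, 75 min 37 °C dye, 30 min RT; read-out: % activation from peak over basal fluorescence ratio, DMSO-to-PEA scaled; measured by: kinetic Fluo-8 calcium fluorescence; benchmarks: low control DMSO, high control PEA (EC100); doses: 3 µM single concentration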
M1 PAM parental: nonselective activator or artifact in parental CHO-K1 calcium assay. activation, % at 3 µM. ATP EC20, Fluo-8 calcium fluorescence; 0% at ATP EC20, 100% at ATP max. 360,000 compounds, 0.02% hits;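 active = activation above the run cutoff, the mean activation of all test compounds plus 3 SD, cut at about 40% in these data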;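 also: peak over basal fluorescence ratio in a 140 s read after ATP addition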
TAAR1 antagonist: human TAAR1 antagonism | Q96RJ0 | CHO RD-HGA16 TAAR1, Fluo-8 calcium fluorescence, antagonist | inhibition, % at 3 µM | 360,000 compounds, 1.5% hits;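 active = inhibition above a per-plate cutoff, the mean inhibition of test compounds on that plate plus 3 SD, cut at about 49% in these data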;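 also: 0% = DMSO plus EC80 beta-PEA response and 100% = DMSO alone without agonist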
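Test system: RD-HGA16 CHO cells with stable hTAAR1 and Gα16 / Probe or stimulus: EC80 β-phenethylamine stimulus / Times: seeding 17-24 h prior, 75-min 37 °C, 30-min RT dye loading / Detection: Fluo-8 calcium-sensitive fluorescence / Read-out basis: % inhibition scaled between DMSO and EC80 PEA controls / Repeats: singlicate, one well per test compound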
CHO parental Ca: signal in parental CHO cells, OX1R antagonist counter-screen; 330,000 compounds, 0.63% hits; parental CHO-K1, ATP-induced calcium, Fluo-8 fluorescence; AID 463079; inhibition, % at 5.6 µM;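 active = inhibition above that plate's mean sample inhibition plus 3 SD, cut at about 26% in these data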;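 also: 0% = ATP-challenged DMSO wells and 100% = DMSO wells without ATP; some compounds past the cut are filed as inactive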
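test system = CHO parental line | reagent = ATP stimulus | measured by = intracellular calcium via Fluo-8 no-wash fluorescent dye | control set = ATP and no-ATP DMSO wells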
M1 ag parental: M1 agonist counterscreen hit in parental CHO-K1 cells | Fluo-8 calcium fluorescence; scaled to maximal ATP response, vehicle zero | activation, % at 3 µM | 360,000 compounds, 0.48% hits | AID 602248; in the data active = activation above about 15%;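 also: untransfected CHO-K1 host cells lacking M1 receptor as counterscreen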
M1 ag: human M1 muscarinic receptor agonism. AID 588814. 360,000 compounds, 0.33% hits. CHO-K1 hM1, Fluo-8 calcium fluorescence, agonist mode; 0% DMSO, 100% acetylcholine EC100. P11229. activation, % at 3 µM;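 active = activation above the run's mean compound activation plus 3 SD, cut at about 16% in these data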;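 also: peak over basal fluorescence ratio within a 140 s kinetic read after compound addition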
CHRM1 antagonist: blocks human M1 muscarinic receptor; inhibition, % at 3 µM; CHO-K1 hM1, Fluo-8 calcium fluorescence, ACh EC80 antagonist; 360,000 compounds, 1.3% hits; P11229;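 active = percent inhibition above its own plate's cutoff, namely the mean of that plate's compound wells plus 3 SD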;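 also: peak over basal fluorescence ratio during 140 s after agonist addition; 0% = ACh EC80 plus DMSO and 100% = DMSO alone without agonist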
Active calls of the source: *; / = no result given.

nr	Structure	CHO-K1 Ca antag	CHRM1 PAM	TAAR1 agonist	M1 PAM parental	TAAR1 antagonist	CHO parental Ca	M1 ag parental	M1 ag	CHRM1 antagonist
1	CCOc1ccc(S(=O)(=O)N(C)c2ccc(OCC(=O)NCc3ccco3)cc2)cc1	-1	0	-1	16	19	-20	0.8	-5	1
2	Cc1ccc(N=Nc2c(C)[nH]n(-c3ccccc3)c2=O)cc1Br	6	9	2	-7	1	-12	0.5	-1	8
3	CN(Cc1cnn(C)c1)C(=O)C1CCCCC1C(=O)O (stereo not given)	-7	5	12	-6	2	-7	-0.1	0	-5
4	CSc1nnc(CSCc2ccc(Cl)cc2Cl)n1-c1ccccc1	-6	2	3	22	7	-14	2.3	-5	5
5	C/C(=C\c1ccccc1)C(=O)Nc1nc2ccc([N+](=O)[O-])cc2s1	13	0	2	-4	8	-15	0.3	-7	-4
6	CC1(C(=O)NCc2ccccc2Br)CCN1C(=O)CCc1ccc(Cl)cc1Cl (stereo not given)	-12	-2	4	24	-18	/	1.2	-5	-2
7	O=c1[nH]c(=O)n(Cc2ccc(Oc3ccccc3)cc2)cc1Br	-11	10	9	-14	16	-3	4.5	1	3
8	O=C(COc1ccccc1/C=C1\SC(=O)NC1=O)Nc1ccccc1	0	-8	8	6	7	-12	3.5	-2	2
9	CCC(C)/C(C)=N/NC(=O)c1ccc(CSc2nc3ccccc3s2)cc1 (stereo not given)	16	2	1	-10	10	-21	1.5	4	3
10	CC(=O)Nc1ccc(S(=O)(=O)Nc2ccc3[nH]c(=O)[nH]c3c2)cc1	11	6	2	-13	-12	0	-0.1	-3	-6
11	COC(=O)COc1ccc(S(=O)(=O)NCc2ccc3c(c2)OCO3)cc1	10	-4	8	-4	10	-3	8.5	3	5
12	CCn1ncc(S(=O)(=O)Nc2cccnc2)c1C	1	-2	0	-24	7	-5	-0.1	0	3
13	CC(C)N(Cc1ccccc1)C(=O)COC(=O)/C=C/c1cnc2ccccc2n1	-2	9	8	11	2	-11	2.2	-6	-19
14	COc1ccc(CCNC(=O)c2ccc3c(c2)S(=O)(=O)N=C2CCCCCN23)cc1OC	6	4	2	-9	-16	/	0.2	-5	-2
15	Cc1sc2ncnc(SCC(=O)Nc3ncccc3O)c2c1C	-1	4	9	-1	5	-15	0.2	-1	-1
16	Cc1[nH]c2ccccc2c(=O)c1C(=O)/C=C/c1ccccc1	-6	10	4	13	-14	-12	3.2	0	-16
17	O=[N+]([O-])c1cccc(NNS(=O)(=O)c2ccccc2F)c1	2	22	5	10	-19	-3	0.0	-1	-22
18	CNC(=O)CSc1nnc(-c2ccco2)n1-c1cccc(C)c1C	-18	15	2	26	-7	1	0.1	-3	-24
19	Cc1cc(Cl)ccc1C(O)c1ncc(-c2ccc(F)cc2)[nH]1 (stereo not given)	-14	-3	/	16	/	/	4.4	0	0
20	COc1ccc(OCc2cc(C(=O)N(C)C(C)c3ccon3)no2)c(Cl)c1 (stereo not given)	-10	-2	3	8	-15	-1	8.5	1	1
21	COCCNc1nnc(SCC(=O)Nc2sc3c(c2C(=O)c2ccccc2)CCCC3)s1	-4	5	5	23	-6	-16	2.3	-12	-4
22	CC(C)(C)c1ccc(S(=O)(=O)/N=C2\C=C(NS(=O)(=O)c3ccccc3)C(=O)c3ccccc32)cc1	-30	3	-3	23	-10	-34	-0.3	-3	-5
23	COc1ccc(N2CC(C(=O)N3CCN(c4ccccc4)CC3)CC2=O)cc1 (stereo not given)	0	-1	-1	1	-5	-7	0.0	-2	-1
24	Cc1ccccc1CC1(CO)CCCN(C(=O)CCC(=O)c2ccccc2)C1 (stereo not given)	-4	1	8	12	28	-18	6.0	-3	-6
25	CN(C)CCCN1C(=O)c2cc3ccccc3cc2C1=O	8	13	4	-20	-2	3	-0.1	-10	-13
26	CCCC(=O)N1c2ccccc2NC2=C(C(=O)CCC2)C1c1ccc(F)cc1 (stereo not given)	-15	0	4	-8	-1	-13	0.0	0	-1
27	CCOC(=O)c1csc(NC(=O)C(C)(C)C)n1	-8	6	1	11	-25	0	0.1	-1	-9
28	CCc1nn(C(C)C(=O)N2CCN(Cc3ccccc3)CC2)c(=O)c2cc3occc3n12 (stereo not given)	-18	4	0	24	-16	-28	0.1	-1	-4
29	COc1ccc(C(=O)/C=C/Nc2ccccn2)cc1	-9	-15	11	13	1	-6	1.0	55*	-8
30	CC(C)c1nnc(NC(=O)C2CCCN2C(=O)Nc2cccc(Cl)c2)s1 (stereo not given)	-12	8	-2	16	-2	-4	0.3	-2	-14

Random excerpt: 3 compounds from above, in no set order.
nr	Structure	CHO-K1 Ca antag	CHRM1 PAM	TAAR1 agonist	M1 PAM parental	TAAR1 antagonist	CHO parental Ca	M1 ag parental	M1 ag	CHRM1 antagonist
26	CCCC(=O)N1c2ccccc2NC2=C(C(=O)CCC2)C1c1ccc(F)cc1 (stereo not given)	-15	0	4	-8	-1	-13	0.0	0	-1
24	Cc1ccccc1CC1(CO)CCCN(C(=O)CCC(=O)c2ccccc2)C1 (stereo not given)	-4	1	8	12	28	-18	6.0	-3	-6
25	CN(C)CCCN1C(=O)c2cc3ccccc3cc2C1=O	8	13	4	-20	-2	3	-0.1	-10	-13

Remaining list, next part:
nr	Structure	CHO-K1 Ca antag	CHRM1 PAM	TAAR1 agonist	M1 PAM parental	TAAR1 antagonist	CHO parental Ca	M1 ag parental	M1 ag	CHRM1 antagonist
31	O=C(Nc1nc2ccccc2[nH]1)c1cc(F)cc(F)c1	-17	8	-3	5	-3	-4	1.1	-4	0
32	O=c1cc(-c2ccc3c(c2)OCCO3)oc2ccc(Cl)cc12	-10	2	3	2	-13	6	0.1	-7	-9
33	COC(=O)[C@H](Cc1ccccc1)NC(=O)N1CCCCCC1	6	8	1	6	-6	-6	2.0	-6	-10
34	CC(Oc1ccc2cc(-c3ccccc3)c(=O)oc2c1)C(=O)NCC1CCC(C(=O)O)CC1 (stereo not given)	7	7	1	7	5	-5	0.1	0	-19
35	COc1ccccc1C(CNC(=O)C1CC(=O)N(Cc2ccccc2)C1)N1CCCC1 (stereo not given)	-3	-6	0	22	7	-9	-0.1	-7	9
36	C=C1CCN([C@H](C(=O)O)C(C)C)S(=O)(=O)c2ccccc21	-6	4	7	-8	3	-10	0.2	-1	0
37	CCC[C@H]1CCCC/C=C\CCCC(=O)OCCN1C(=O)OC(C)(C)C	-4	9	13	-5	3	-6	0.1	-2	-5
38	OCCC1CN(Cc2cc3c(cc2Cl)OCO3)CCN1Cc1ccccc1 (stereo not given)	-6	1	6	29	-7	-28	4.3	-13	-2
39	Nn1c(Cc2ccccc2F)n[nH]c1=S	-10	11	1	24	4	9	4.8	-3	-12
40	COC(=O)c1[nH]c2cccc(OC)c2c1NC(=O)CCN1CCN(c2ccccc2OC)CC1	-20	1	7	12	9	-19	2.2	-5	-5
41	Cc1ccc(NC(=O)CN(C)C(=O)C2CSC3(C)CCC(=O)N23)cc1 (stereo not given)	-10	10	1	12	-16	/	0.4	3	4
42	Cc1cc(Cl)ccc1OC(C)C(=O)Nc1cccc(S(=O)(=O)N2CCOCC2)c1 (stereo not given)	15	7	6	-7	19	/	0.0	-1	-5
43	Cc1cc(C)n(C(=O)/C(C#N)=N\Nc2ccccc2[N+](=O)[O-])n1	-13	4	2	2	29	-6	0.2	-3	0
44	CC(=O)NCCNc1nc(NCC2CC2)nc2cc(-c3ccccc3)sc12	-7	-7	5	4	21	/	2.6	-5	-6
45	Cc1cc(C)c(NC(=O)C(C)Sc2nc3ccc(N4C(=O)c5ccccc5C4=O)cc3s2)c(C)c1 (stereo not given)	-11	3	6	4	-9	7	-0.1	-4	-4
46	Cc1cc(/C=N/O)c(C)n1-c1cccc(Cl)c1	-4	10	6	14	-22	-12	0.4	-11	-11
47	CCOCCCNC(=O)CN1C(=O)c2cccc3cccc1c23	-10	11	1	19	5	-1	1.3	-5	-13
48	Cc1ccc(-c2ccc(CCC(=O)O)n2C(C)C)cc1	-1	2	1	-4	-11	-14	0.1	-3	4
49	CC(C)CN(C(=O)CSc1nc2ccccc2o1)c1c(N)n(Cc2ccccc2)c(=O)[nH]c1=O	-7	6	0	16	-3	-21	-0.1	-3	-7
50	CC(C)(C)c1nc2ccccc2c2nnc(SCC(=O)Nc3nccs3)n12	3	9	7	5	1	-18	0.2	3	-17
51	CCOC(=O)C1CCCN(C(=O)Cn2nc(CC)n3c(cc4sccc43)c2=O)C1 (stereo not given)	14	-11	3	1	7	-18	1.1	0	3
52	Nc1c(C(=O)NCc2ccc(F)cc2)c2nc3ccccc3nc2n1CCCN1CCOCC1	7	3	10	-4	30	11	0.9	-5	4
53	CCC(CC)CN1CCN=C1N(C)C	-19	8	2	11	-7	-12	0.6	-8	-3
54	CN(C)c1ccnc2sc3c(SCc4ccc(Cl)cc4)ncnc3c12	-9	3	5	8	-21	-7	0.1	-7	-10
55	Cc1cc(S(=O)(=O)Nc2c(C)nn(C)c2C)c(Cl)cc1Cl	-4	0	2	0	-21	-5	4.4	0	-3
56	COC(=O)CN1C2=NCCCN2c2ccccc21	7	-6	5	-12	-2	-3	-0.4	-6	5
57	OCCN1CCN(CCOc2cccc(Cl)c2)CC1	-2	3	19	3	-1	-7	0.1	-1	-4
58	Nc1nc(SCc2ccc([N+](=O)[O-])cc2)nc2nc3c(cc12)CCCC3	-5	0	4	12	-1	-12	0.3	-8	-2
59	O=S(=O)(NCC1CCN(Cc2ccccc2)CC1)c1ccccc1C(F)(F)F	-13	-1	14	2	-8	-15	1.2	-12	-2
60	COc1ccc(/C=C2\Oc3ccccc3C2=O)cc1	-8	-2	13	2	0	-10	1.3	-8	9
61	COc1ccc(/C=N/NC(=S)Nc2cccc(C(=O)O)c2)cc1OC	-12	1	4	20	-19	-3	0.3	-6	-4
62	COc1ccc(NC(=O)Cc2cccc3ccccc23)cc1	-9	18	1	15	-1	-8	0.4	-3	-18
63	Nc1ccccc1SCC1CSc2nc3ccccc3c(=O)n21 (stereo not given)	-13	2	0	16	16	-12	2.4	-1	-3
64	NC(=O)c1ccc(NC(=O)COC(=O)c2n[nH]c3ccccc23)cc1	-11	11	3	14	-6	7	0.1	-1	-14
65	COc1ccc(/C=N/NC(=O)CO/N=C(\C)c2cccs2)cc1	0	-1	16	-2	-4	-7	-0.1	-1	-2
66	CC1(C)Cc2cccc(OCC(=O)N3CCN(S(=O)(=O)c4ccc(F)cc4)CC3)c2O1	-6	9	3	11	-3	-13	2.1	-4	-2
67	COc1ccc(CN(C(=O)c2ccco2)c2ccc(Br)cc2)cc1OC	-10	1	1	0	-1	-40	0.0	-2	1
68	Cc1ccc(C(=O)C(C)OC(=O)CN2C(=O)NC3(CCCC3)C2=O)cc1C (stereo not given)	-11	8	5	16	-14	-10	1.5	1	-24
69	c1ccc2c(c1)CCc1c-2nc2ccccc2c1N1CCOCC1	-8	18	27	-5	1	-44	0.2	0	-4
